D3 antag: qHTS of D3 Dopamine Receptor Antagonist: qHTS | max response, negative = inhibition, % | D(3) dopamine receptor (Homo sapiens), P35462 | D3R cells, DiscoveRx beta-arrestin luminescence, antagonist mode; hits give low values | hit rate 2.5% among 360,000; in the data active = max response below about -50%; inconclusive = no clear call, values can overlap the other calls; note: % is set by controls: 0 for no effect and ±100 for the full control effect; mostly tested at two doses, the higher about 12 µM
Target sequence (P35462 whole entry, looked up): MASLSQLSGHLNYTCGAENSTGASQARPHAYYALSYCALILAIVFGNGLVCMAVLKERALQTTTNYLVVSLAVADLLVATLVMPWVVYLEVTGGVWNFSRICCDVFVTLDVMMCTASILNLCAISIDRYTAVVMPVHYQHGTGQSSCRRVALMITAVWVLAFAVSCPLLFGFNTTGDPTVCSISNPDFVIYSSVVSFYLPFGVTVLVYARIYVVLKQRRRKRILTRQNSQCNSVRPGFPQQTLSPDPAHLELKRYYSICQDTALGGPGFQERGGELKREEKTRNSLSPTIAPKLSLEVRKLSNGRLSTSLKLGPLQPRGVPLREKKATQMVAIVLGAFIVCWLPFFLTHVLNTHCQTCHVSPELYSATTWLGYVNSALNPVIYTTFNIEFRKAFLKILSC
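Cells plated overnight at 1500 cells/well, then exposed to library compounds with dopamine controls for 90 minutes at 37 degrees C. DiscoveRx reagent added for 30–60 minutes at room temperature; luminescence read, quantitative HTS format.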
D3 ag: qHTS of D3 Dopamine Receptor Agonist: qHTS. D(3) dopamine receptor (Homo sapiens), P35462. D3R DiscoveRx beta-arrestin cells, luminescence, 90 min. hit rate 0.58% among 410,000. max activation, %; in the data active = max activation above about 30%; note: 0% is about no effect; mostly tested at two doses, the higher about 12 µM
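Agonist-mode cell screen: cells plated at 1500/well and incubated overnight at 37 °C, then exposed to library compounds for 90 min at 37 °C. Detection reagent was added for 30–60 min at room temperature, and luminescence was read.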
EPAC2 ag: qHTS for Agonist of cAMP-regulated guanine nucleotide exchange factor 4 (EPAC2): primary screen; Rap guanine nucleotide exchange factor 4 (Homo sapiens), Q8WZA2; EPAC2 activation, biochemical qHTS; response scale: 100% = 6.5 mM cAMP response; Potency, µM (highest dose often 154 µM), for inactives: top-dose activation, hits mostly activators; hit rate 0.079% among 360,000; note: potency is the fitted concentration of half-maximal effect; nearly all actives have a fitted effect of over 50% in size
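Exchange assay: 100 nM EPAC2 with 250 nM Rap1B-BODIPY-GDP and 50 uM GDP. Fluorescence (ex 480/em 540 nm) read every 5 min for 30 min at room temperature. Data normalized to 6.5 mM cAMP as agonist control.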
PTHR1 ag: qHTS for PTHR1 Agonists: Primary Screen | Parathyroid hormone/parathyroid hormone-related peptide receptor (Homo sapiens), Q03431 | HEK293 GP2 PTHR1 cells, GloSensor cAMP luminescence, 1 h | Potency, µM (doses to about 115 µM), without a hit: at the highest dose activation, actives largely listed as activators | hit rate 0.075% among 410,000 | AID 743266, 2014; note: potency is the fitted concentration of half-maximal effect; nearly all actives have a fitted effect of over 55% in size; some results filed as inactive show a strong effect at the top dose; inactives centre near -15; many of its hits are not listed in these tables
Target sequence (Q03431 whole entry, looked up): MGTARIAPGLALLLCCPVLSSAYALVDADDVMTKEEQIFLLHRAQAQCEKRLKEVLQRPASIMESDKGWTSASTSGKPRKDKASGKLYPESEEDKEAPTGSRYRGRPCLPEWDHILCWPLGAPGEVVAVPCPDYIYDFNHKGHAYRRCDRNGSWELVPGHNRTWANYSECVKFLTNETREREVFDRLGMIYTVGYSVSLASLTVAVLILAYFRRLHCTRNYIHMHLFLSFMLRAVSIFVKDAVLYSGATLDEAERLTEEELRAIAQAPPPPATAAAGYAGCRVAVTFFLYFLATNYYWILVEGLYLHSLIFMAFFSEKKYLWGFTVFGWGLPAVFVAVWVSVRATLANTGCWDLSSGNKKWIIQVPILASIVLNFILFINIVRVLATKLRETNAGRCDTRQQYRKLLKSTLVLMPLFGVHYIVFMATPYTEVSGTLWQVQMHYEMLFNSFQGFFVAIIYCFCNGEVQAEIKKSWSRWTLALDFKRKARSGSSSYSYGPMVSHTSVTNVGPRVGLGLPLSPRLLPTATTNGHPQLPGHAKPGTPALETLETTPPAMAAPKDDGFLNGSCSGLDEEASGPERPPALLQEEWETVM
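HEK-293-derived GP2 cells expressing PTHR1 and a GloSensor cAMP reporter, 3,000/well, plated overnight, given luciferin plus IBMX (each 0.5 mM as added) for 1 h at 37 °C, then compound for 1 h at 37 °C. Luminescence was read after 15 min at room temperature.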
CCT chaperon mod: High-Throughput Screening for Modulators of Cytosolic Chaperonin Activity. purified chaperonin ATPase assay, HTRF ADP detection, 30 min. activity change, % (test concentration not listed), hits read low. hit rate 0.3% among 360,000; in the data active = activity change below about -30%; note: % is set by controls: 0 for no effect and ±100 for the full control effect
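Nucleotide hydrolysis assay: TRiC at 20–40 nM final (set by batch activity) with 10 uM ATP, 30 min at 37 °C, in presence of 76 uM compound. Detection by competitive ADP HTRF, 30 min ambient.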
Akt phos inh: HTS Assay for Inhibitors of Akt Phophorylation: Primary Screen; Neuro2A IGF-stimulated pAkt S473 HTRF, 20 min; hits give low values; activity change, % for hits at 50 µM; hit rate 0.32% among 360,000; AID 651550, 2012; in the data active = activity change below about -80%; inconclusive = mostly about -51% to -80%; note: % is set by controls: 0 for no effect and ±100 for the full control effect
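Neuro2A cells (4,500/well, DMEM with 0.5% FBS) were treated with compound at a single 50 µM final concentration, stimulated with 6 nM IGF for 20 min at 37 °C, and lysed. Phospho-Akt Ser473 was read by HTRF as 665/615 ratio ×10^4.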
EPAC2 antag: qHTS for Antagonist of cAMP-regulated guanine nucleotide exchange factor 2 (EPAC2): primary screen | Potency, µM (titrated, usually from 114 µM), without a hit: top-dose activity, negative = inhibition, most hits filed as inhibitors | Rap guanine nucleotide exchange factor 4 (Homo sapiens), Q8WZA2 | EPAC2 GEF exchange of Rap1B-BODIPY-GDP, fluorescence | hit rate 0.18% among 360,000; note: potency is the fitted concentration of half-maximal effect; % is set by controls: 0 for no effect and ±100 for the full control effect; nearly all actives have a fitted effect of over 45% in size; many of its hits are not listed in these tables
MmCpn inh: Inhibitors of TCP-1 ring complex (TRiC) of Methanococcus maripaludis (MmCpn): qHTS; hit rate 0.031% among 330,000; purified Mm-Cpn ATPase, ADP Transcreener TR-FRET; AID 504842, 2011; Potency, µM (highest dose often 76.9 µM), for inactives: at the highest dose activity, negative = inhibition, most hits filed as inhibitors; note: potency is the fitted concentration of half-maximal effect; % is set by controls: 0 for no effect and ±100 for the full control effect; nearly all actives have a fitted effect of over 80% in size
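Measured: ADP formation by purified Mm-CPN. Conditions: 25 nM protein, 10 uM ATP, Tris pH 7.4 with Mg2+, K+ and DTT, 37°C for 30 min. Detection: Transcreener HTRF after 30 min at room temperature.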
Numbers without * were called inactive; i = inactive; u = inconclusive; x = not tested or not shown; & = joins results of further samples; [ ] = remark or other dose. Unless noted, calls come from the whole dose curve; as a rule, active = well fitted curve in the direction sought with a large enough effect; inconclusive = small, poorly fitted or top-dose-only effect, or another doubt; inactive = no such curve, though single readings can be large; an effect the other way counts as inactive or inconclusive. This is a subset; count on the stated rates, not on these rows.

compound | D3 antag | D3 ag | EPAC2 ag | PTHR1 ag | CCT chaperon mod | Akt phos inh | EPAC2 antag | MmCpn inh
CC(C)(C)c1ccc(/C=C2/SC(N3CCCC3)=NC2=O)cc1 | 4.5 | -16.4 | -4.0% | i | 1.7 | i | -17.1% | 2.9%
O=C(Cn1nnc(-c2cccs2)n1)NCc1ccccc1 | 4.0 | -4.3 | 8.4% | -16.5% | -1.2 | i | 9.2% | 0.1%
Cc1ccccc1NC(=O)c1ccc2c(c1)CCN2S(C)(=O)=O | 1.0 | 2.9 | 11.2% | i | -1.3 | i | 0.6% | -1.0%
Clc1ccccc1Nc1c2c(nc3ncnn13)CCC2 | -9.9 | 24.5 | -2.8% | i | 0.8 | i | 7.8% | -2.5%
CCC(=O)NCCCCCCNC(=O)CC | -9.3 | 12.0 | -6.1% | i | 0.6 | x | 4.7% | 2.3%
CCN(CC)c1ccc(/C=C2/SC(=O)N(C(C)C)C2=O)o1 | -91.4* | -6.8 | 22.5% | -30.0%[inhibitor] | -3.4 | i | 72.4%[activator] | 0.2%
Cc1nc2ccc(S(=O)(=O)N(C)CC(=O)Nc3ccccc3F)cc2s1 | 6.7 | 3.6 | -1.0% | -63.3%[inhibitor] | -1.9 | i | -1.8% | 3.6%
CC(Sc1n[nH]c(N)n1)C(=O)Nc1cccc2ccccc12 (stereo not drawn) | 9.3 | 3.5 | 6.6% | -19.9% | 1.1 | i | u | -1.5%
C=CCOc1ccc(/C=C/C(=O)OCC(=O)NCCCc2ccccc2)cc1 | -10.7 | 6.7 | 3.1% | i | 2.0 | i | -7.4% | -5.9%
COc1ccc(NC(=O)CSc2nc3ccccc3c(=O)n2-c2ccc3c(c2)OCO3)c(OC)c1 | -14.6 | -5.8 | 5.5% | i | 0.9 | i | 3.9% | 0.6%
CCCOc1ccccc1C1CC(=O)NC(C)=C1C(=O)OCC(C)C (stereo not drawn) | -2.7 | -3.3 | -14.4% | i | -4.9 | i | u | 0.4%
O=C1N=C(N2CCOCC2)CS1 | -5.8 | -11.6 | 1.5% | i | -1.3 | i | -3.7% | 1.0%
O=C(NCCN1CCOCC1)c1ccc(NC(=O)c2ccc(Br)o2)cc1 | 8.5 | 0.0 | -3.0% | i | 2.2 | i | 9.7% | x
O=C(Nc1ccc(Cl)cc1)N1CCSc2ccccc21 | 17.8 | -1.4 | 13.9% | -29.0%[57.5 µM] | -2.0 | i | 1.2%[57.1 µM] | 4.0%
CN(Cc1cccs1)C(=O)Cn1cnc2cc([N+](=O)[O-])ccc2c1=O | -18.1 | 1.8 | 11.7% | -10.3% | -2.1 | i | 2.2% | 0.4%
Cc1ccc([N+](=O)[O-])cc1NC(=O)C[n+]1ccccc1 | -26.4 | -26.5 | 11.7% | -94.0%[inhibitor] | -0.6 | i | 4.1% | 0.8%
Cc1cc(C)n(CC(O)COCc2ccco2)n1 (stereo not drawn) | 1.8 | 5.6 | -1.3% | i | 1.9 | i | 12.2% | 1.4%
CCOc1ccc(C=NNC(=O)c2cccc3ccccc23)cc1OCC | 10.0 | 3.4 | -7.2% | i | 1.1 | i | -4.1% | x
C=C(C)C(=O)Nc1ccc(NC(C)C)cc1 | -0.7 | 0.9 | 2.9% | i | 1.2 | i | 9.0% | -0.2%
CC(=O)c1ccc(NC(=O)COC(=O)CCC(=O)c2cccs2)cc1 | 4.4 | 1.6 | -4.9% | i | -1.1 | i | 24.3% | -0.3%
COc1cc(-c2nc3sc(C)c(C)c3c(=O)o2)cc(OC)c1OC | -10.8 | -8.3 | -8.8% | i | 1.0 | i | 3.5% | -1.9%
O=C1CCc2cc(S(=O)(=O)NC(Cc3ccccc3)C(=O)NCC3CCCO3)ccc2N1 (stereo not drawn) | u | -8.3 | 8.0% | -22.2% | -1.6 | i | 7.1% | -13.0%
COc1ccc(/C=N/NC(=O)c2cc(-c3ccccc3)nc3ccccc23)c(C(=O)O)c1OC | 3.7 | 0.6 | 9.2% | -5.0% | -1.8 | i | 0.8% | -1.2%
Nc1ncnc2c1ncn2[C@@H]1O[C@H](C(=O)N2CCCN(Cc3cccs3)CC2)[C@@H](O)[C@H]1O | 19.1 | 12.2 | 8.8% | -17.2% | 2.0 | i | 8.1% | x
Cc1nc(NC(=S)NC(=O)c2ccccc2)sc1C(=O)N(C)C | -10.2 | -14.7 | 2.7% | -15.3% | 1.0 | i | 7.7% | 0.8%
Nc1nonc1/C(=N/O)N1CCCC1 | -19.6 | 0.0 | -3.9% | i | -3.6 | i | 10.5% | 0.2%
CCCCCc1ccc(CC(=O)Nn2c(C)nc3ccccc3c2=O)cc1 | 11.0 | 25.0 | 15.2% | -39.1%[inhibitor] | -0.9 | i | -29.8% | -1.1%
NS(=O)(=O)c1ccc(CCNC(=O)c2cc3ccccc3s2)cc1 | -2.0 | 2.2 | 1.3% | i | -19.0 | i | 10.8% | u
CCOc1ccc(N2C(=O)CC(SCCN)C2=O)cc1 (stereo not drawn) | u | 0.1 | -22.2% | -17.2%[57.5 µM] | -2.6 | i | 6.5% | -5.5%
CC(C)CC(NC(=O)c1ccccc1)C(=O)N/N=C/c1ccco1 (stereo not drawn) | 0.8 | 1.2 | -2.7% | i | -29.5 | i | 11.9% | -3.0%
O=C(Nc1ccncc1)c1cc(-c2ccccc2)nc2ccccc12 | 131.7 | 4.5 | 4.1% | -5.3% | 1.2 | i | 3.1% | x
CCCCCC(=O)Nc1cccc(S(=O)(=O)NC2=NCCCCC2)c1 | -12.2 | -0.8 | 5.5% | -10.0% | 0.4 | i | 4.4% | 3.2%
COc1ccc(N2C(=O)C3C(C2=O)C3(c2ccccc2)c2ccccc2)cc1 (stereo not drawn) | 9.1 | 2.1 | 8.9% | -28.4% | 0.6 | i | -9.6% | 1.1%
COc1ccc(-c2noc(CSc3nnc(CCc4ccccc4)n3-c3ccccc3)n2)cc1OC | 16.1 | -2.3 | 2.1% | -13.3% | -2.2 | i | -3.9% | -1.6%
COc1ccc([C@H]2CC(=O)C[C@@H](CCn3cc(Cc4ccccc4)nn3)O2)cc1 | 20.1 | 6.9 | -1.6% | i | -2.4 | i | -5.8% | x
O=C1C=Cc2ccccc2/C1=C/c1[nH]c(=O)[nH]c1O | 24.4 | 2.5 | -2.6% | i | 1.6 | i | -8.8% | -1.8%
CC1(C)CC(=O)c2cc(OCC(=O)NCCCN3CCN(c4ccc(F)cc4)CC3)ccc2O1 | -80.8* | -53.8 | 2.8% | -24.9% | -1.2 | i | 0.2% | -1.5%
O=C(CCCN1C(=O)c2ccccc2C1=O)N1CCc2ccccc2C1 | 0.9 | -1.8 | 4.0% | -12.4% | 1.2 | x | 2.6% | 0.0%
Cc1ccc(SCCC(=O)NCCSCc2ccco2)cc1 | 14.7 | -9.7 | 3.2% | -4.6% | 1.6 | i | 0.4% | 1.4%
O=C(NCCCn1ccnc1)C(=O)NCC1OCCN1S(=O)(=O)c1ccc2c(c1)OCCO2 (stereo not drawn) | -2.0 | 5.2 | 4.7% | i | -0.2 | i | -2.4% | 0.8%
c1sc2[n+](c1C13CC4CC(CC(C4)C1)C3)CCS2 | 0.1 | -0.5 | 0.9% | i | -1.9 | i | 7.2% | -2.3%
CCC1CCCCN1Cc1ccc(CNS(=O)(=O)c2ccc3c(c2)oc(=O)n3C)o1 (stereo not drawn) | u | -1.9 | 3.5% | -24.3%[57.5 µM] | -1.5 | i | 13.2% | 0.0%
CCOc1ccc(CN(C(=O)c2cc(=O)c3cc(C)cc(C)c3o2)C2CCS(=O)(=O)C2)cc1 (stereo not drawn) | -2.1 | -1.6&-2.5 | -0.3% | -37.8%[inhibitor] | 0.3 | x | -16.1% | 1.7%
COc1ccc(N(CC(=O)Nc2ccc3c(c2)OCCO3)S(=O)(=O)c2cccnc2)cc1 | 0.0 | -6.9 | 9.1% | -1.4% | -1.8 | i | 0.2% | -10.2%
COc1ccc(NC(=O)C2CCCN(C(=O)Nc3ccc(F)cc3)C2)cc1OC (stereo not drawn) | 11.1 | 4.5 | 9.2% | i | 0.0 | i | -0.5% | -6.3%
O=C(NCc1cccc(Cl)c1)c1ccc(-c2cccnc2)c2ccoc12 | 17.8 | -0.3 | 2.2% | i | 1.5 | i | -8.1% | x
COC(=O)[C@]1(C)N[C@H](CN(C)S(=O)(=O)c2ccc(C(F)(F)F)cc2)[C@@H]2C(=O)N(C)C(=O)[C@@H]21 | 20.8 | 3.3 | -3.3% | -33.4%[inhibitor] | 2.1 | i | -6.7% | -1.5%
CC(C)COC(=O)C1C2C=CC3(CN(C(C)c4ccc(Br)cc4)C(=O)C13)O2 (stereo not drawn) | -18.2 | -5.6 | 8.8% | -25.6% | 0.6 | i | -11.3% | 1.9%
CCCN(CCC)Cc1cc(=O)oc2cc(OC)c(Cl)cc12 | 7.8 | 12.2 | -0.3% | -17.1% | -0.6 | i | u | x
Cc1ccc(CNC(=O)c2ccc(NC3=NC4CS(=O)(=O)CC4S3)cc2)cc1 (stereo not drawn) | -4.5 | 4.1 | 3.1% | i | -0.2 | i | 8.7% | -0.7%
CC(=O)c1ccccc1NC(=O)COC(=O)C1CCCN1S(=O)(=O)c1ccccc1F (stereo not drawn) | 3.0 | 2.0 | 6.9% | -22.3% | 0.8 | i | 4.6% | -1.8%

Among those listed so far, these contain a Cl atom:
compound | D3 antag | D3 ag | EPAC2 ag | PTHR1 ag | CCT chaperon mod | Akt phos inh | EPAC2 antag | MmCpn inh
Clc1ccccc1Nc1c2c(nc3ncnn13)CCC2 | -9.9 | 24.5 | -2.8% | i | 0.8 | i | 7.8% | -2.5%
O=C(Nc1ccc(Cl)cc1)N1CCSc2ccccc21 | 17.8 | -1.4 | 13.9% | -29.0%[57.5 µM] | -2.0 | i | 1.2%[57.1 µM] | 4.0%
O=C(NCc1cccc(Cl)c1)c1ccc(-c2cccnc2)c2ccoc12 | 17.8 | -0.3 | 2.2% | i | 1.5 | i | -8.1% | x
CCCN(CCC)Cc1cc(=O)oc2cc(OC)c(Cl)cc12 | 7.8 | 12.2 | -0.3% | -17.1% | -0.6 | i | u | x

Screening results as filed in PubChem BioAssay.
